G6PDH CS: inhibits Leuconostoc G6PDH, flagging false hits in G6PDH-based assays | inhibition, % at 5 µM | Purified L. mesenteroides G6PDH, diaphorase/resazurin coupled fluorescence, 45 min | 200,000 tested, 0.12% active; in the data active means inhibition above about 50%
STAT1 blocker: reduces IFN-gamma driven STAT1 reporter signal; NIH 3T3 STAT1-luciferase reporter, luminescence; 200,000 tested, 0.35% active; inhibition, % at 5.5 µM;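 active means inhibition above a set limit, the mean inhibition across all tested compounds plus 3 SD, cut at about 34% in these data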;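 further: 0% = IFN-gamma with DMSO and 100% = IFN-gamma with 300 µM nifuroxazide; values of inactives mirror those of a sister screen read the other way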
Hsp70 act: Hsp70 transcriptional activation, primary screen; HeLa Hsp70 promoter luciferase reporter, luminescence; scaled: vehicle 0, proteasome-inhibitor control 100%; activation, % at 10 µM; 200,000 tested, 0.04% active;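 active means activation above the mean across all tested compounds plus 3 SD, cutoff set per campaign, cut at about 5.5% in these data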;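 further: 100% = MG132 at 30 µM as the positive control and 0% = DMSO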
STAT3 activator: activators of IL-6 induced STAT3 signaling | activation (% of control), % at 5.6 µM | 190,000 tested, 0.91% active | U3A cells, IL-6 STAT3-luciferase reporter, luminescence; 100% = signal with IL-6 EC80 alone;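 active means activation above the screen-wide mean of compound activation plus 3 SD, cut at about 130% in these data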;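 further: 0% = background luminescence of wells with medium and substrate only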
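Material: STAT3-luciferase reporter U3A cells. Controls: IL-6-treated wells, 100% activation. Read-out: % activation versus median of IL-6-stimulated wells. Probe or stimulus: IL-6 stimulus at 33 ng/mL final. Timing: compound 1 h, then IL-6 6 h at 37 °C. Signal: reporter luminescence signal.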
Diaphorase inh: diaphorase inhibition or chemical oxidation counter-screen | diaphorase resazurin-to-resorufin fluorescence, NADH, 16 min; bacterial (C. kluyveri) enzyme, not human | inhibition, % at 20 µM | 190,000 tested, 0.69% active | AID 1217;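 active means primary screen inhibition at 20 µM above a set limit, cut at about 50% in these data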;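 further: plate controls were DMSO with full reaction for no effect and wells lacking NADH for full effect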
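Benchmarks: positive control wells lacking NADH, neutral wells with DMSO only. System: bacterial diaphorase enzyme (C. kluyveri). Input: 0.14 U/mL diaphorase, enzyme working solution. Detection: resorufin fluorescence, excitation 544 nm, emission 590 nm. Times: 16-min room-temperature incubation before reading.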
APP 5UTR inh: APP translation inhibition. inhibition, % at 2 µM. SH-SY5Y APP 5'UTR-luciferase reporter, luminescence. AID 1285. 190,000 tested, 0.82% active;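 active means inhibition above a set limit, derived from the sample mean plus 3 SD, cut at about 45% in these data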; further: values of inactives mirror those of a sister screen read the other way
STAT1 act: increases IFN-gamma driven STAT1 reporter signal; NIH 3T3 STAT1-luciferase reporter, luminescence; 100% = IFN-gamma alone, no compound; activation (% of control), % at 5.5 µM; 200,000 tested, 2.6% active;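 active means activation above the screen-wide mean activation plus 3 SD, cut at about 130% in these data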;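 further: raw ratio to IFN-gamma control signal so 100% means no change and 0% no light; values of inactives mirror those of a sister screen read the other way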
TLR4-MyD88 BLA: TLR4-MyD88 interaction inhibition in cells; HeLa CL3-4 TLR4/MyD88 BLA complementation, FRET ratio; inhibition, % at 8.4 µM; 200,000 tested, 0.18% active; in the data active means inhibition above about 25%;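 further: 0% = vehicle and 100% = reference inhibitor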
Target sequence (O00206 whole entry, looked up): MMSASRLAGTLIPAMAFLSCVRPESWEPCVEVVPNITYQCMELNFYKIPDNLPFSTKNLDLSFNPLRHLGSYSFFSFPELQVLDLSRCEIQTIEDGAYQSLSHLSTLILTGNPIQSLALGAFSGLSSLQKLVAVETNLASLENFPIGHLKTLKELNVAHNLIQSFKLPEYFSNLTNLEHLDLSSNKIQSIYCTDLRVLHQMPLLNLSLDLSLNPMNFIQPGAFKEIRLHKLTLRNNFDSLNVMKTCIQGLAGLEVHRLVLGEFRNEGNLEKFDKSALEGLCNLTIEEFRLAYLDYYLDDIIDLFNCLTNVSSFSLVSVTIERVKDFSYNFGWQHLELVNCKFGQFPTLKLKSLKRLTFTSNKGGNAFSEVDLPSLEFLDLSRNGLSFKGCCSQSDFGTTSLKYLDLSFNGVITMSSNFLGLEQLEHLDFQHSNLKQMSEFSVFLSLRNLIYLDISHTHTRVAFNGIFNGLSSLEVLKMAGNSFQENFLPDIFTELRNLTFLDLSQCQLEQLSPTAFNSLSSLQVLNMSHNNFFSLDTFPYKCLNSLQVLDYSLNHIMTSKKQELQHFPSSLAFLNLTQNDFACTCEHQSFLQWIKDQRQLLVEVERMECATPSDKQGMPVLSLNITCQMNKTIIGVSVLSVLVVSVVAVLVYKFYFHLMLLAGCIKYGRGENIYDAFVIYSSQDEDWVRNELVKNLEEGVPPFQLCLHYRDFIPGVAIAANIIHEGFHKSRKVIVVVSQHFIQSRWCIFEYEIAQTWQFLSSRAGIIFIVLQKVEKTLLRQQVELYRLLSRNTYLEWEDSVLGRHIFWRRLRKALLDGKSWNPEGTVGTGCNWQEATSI
Target sequence (Q99836 whole entry, looked up): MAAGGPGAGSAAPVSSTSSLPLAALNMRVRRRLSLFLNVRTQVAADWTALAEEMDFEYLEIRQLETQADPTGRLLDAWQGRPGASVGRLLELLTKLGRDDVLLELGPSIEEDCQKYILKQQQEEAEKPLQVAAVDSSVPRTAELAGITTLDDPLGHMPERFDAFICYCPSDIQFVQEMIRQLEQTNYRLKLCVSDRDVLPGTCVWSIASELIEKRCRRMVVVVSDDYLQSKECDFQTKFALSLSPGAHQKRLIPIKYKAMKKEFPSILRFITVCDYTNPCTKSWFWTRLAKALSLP
STAT3 blocker: inhibitors of IL-6 induced STAT3 signaling | U3A cells, IL-6 STAT3-luciferase reporter, luminescence; host cell line lacks STAT1 | inhibition, % at 5.5 µM | 190,000 tested, 0.89% active | AID 862;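 active means inhibition above the mean inhibition across all screened compounds plus 3 SD, cut at about 44% in these data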;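 further: 0% = DMSO only wells and 100% = 100 µM nifuroxazide control wells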
Diaphorase act: activates diaphorase or chemically reduces, flagging diaphorase assay artifacts; Diaphorase/resazurin coupled assay, resorufin fluorescence, 16 min; active compounds read high; 1 = vehicle wells, 0 = NADH-free wells; 190,000 tested, 0.005% active; activation factor at 20 µM;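 active means diaphorase activity raised at least twofold by the compound at 20 µM; inactive means activation factor below 2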
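Material: Clostridium kluyveri diaphorase, purified enzyme; Quantity: enzyme 0.07 U/mL final; Medium: HEPES pH 7.4 buffer with MgCl2 and Tween 20; Dosing: single compound dose of 20 µM, 1% DMSO final; Schedule: 16 min reaction at room temperature; Measured by: red resorufin fluorescence at 544/590 nm excitation/emission.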
Numbers without * were called inactive; / = no result given.

1	N#CNC(=Nc1cccc(F)c1)SCc1cccc(F)c1
2	CC1=C(C(=O)Nc2ccccc2)C(c2ccco2)C(C#N)=C(SCC(N)=O)N1 (centres undefined)
3	CC(/C=C/c1ccccc1)=N/NC(=O)CNC(=O)c1ccccc1F
4	CCC(Sc1nc2ccccc2o1)C(=O)Nc1nnc(C)s1 (centres undefined)
5	O=C(c1cc(COc2ccc3ncccc3c2)on1)N1CCCC(O)C1 (centres undefined)
6	CCOC(=O)c1c(NC(=O)C2C3CCC(O3)C2C(=O)O)sc(C)c1-c1ccc(F)cc1 (centres undefined)
7	Cc1oc(-c2ccc(Cl)cc2)nc1CN1CCC(C(=O)NCc2cccnc2)CC1
8	Cc1ccc(-n2c(C)cc(/C=c3/sc4nc5ccccc5n4c3=O)c2C)cc1

assay / compound	1	2	3	4	5	6	7	8
TLR4-MyD88 BLA	-1	-5	0	-13	-3	5	11	11
Diaphorase act	0.9	1	1	0.8	0.9	1.1	1.2	0.7
Diaphorase inh	9	3	-2	20	12	-11	-16	30
STAT1 blocker	0	-6	-6	6	23	-1	-1	43*
APP 5UTR inh	4	/	-10	4	-4	-2	0	27
STAT3 blocker	-1	-1	7	8	19	5	12	63*
Hsp70 act	-0.4	-0.4	0.4	-0.2	-0.1	0.1	-0.3	-0.4
G6PDH CS	1	12	6	0	8	8	0	3
STAT3 activator	103	101	97	93	87	104	98	50
STAT1 act	100	109	104	94	78	99	101	61

Some of these compounds in order of their number in Hsp70 act, rising.
entry	molecule	TLR4-MyD88 BLA	Diaphorase act	STAT1 blocker	APP 5UTR inh	Hsp70 act	G6PDH CS	STAT3 activator	STAT1 act
8	Cc1ccc(-n2c(C)cc(/C=c3/sc4nc5ccccc5n4c3=O)c2C)cc1	11	0.7	43*	27	-0.4	3	50	61
7	Cc1oc(-c2ccc(Cl)cc2)nc1CN1CCC(C(=O)NCc2cccnc2)CC1	11	1.2	-1	0	-0.3	0	98	101
4	CCC(Sc1nc2ccccc2o1)C(=O)Nc1nnc(C)s1 (centres undefined)	-13	0.8	6	4	-0.2	0	93	94

Back to the main list, repeating the 4 entries before the break.
5	O=C(c1cc(COc2ccc3ncccc3c2)on1)N1CCCC(O)C1 (centres undefined)
6	CCOC(=O)c1c(NC(=O)C2C3CCC(O3)C2C(=O)O)sc(C)c1-c1ccc(F)cc1 (centres undefined)
7	Cc1oc(-c2ccc(Cl)cc2)nc1CN1CCC(C(=O)NCc2cccnc2)CC1
8	Cc1ccc(-n2c(C)cc(/C=c3/sc4nc5ccccc5n4c3=O)c2C)cc1
9	Cc1c(C=O)c2ccccn2c1C(=O)c1ccc(Cl)c([N+](=O)[O-])c1
10	O=C(CSc1nnnn1Cc1ccccc1)c1ccccc1
11	Cc1ccc(-c2ccc(=O)n(CC(=O)Nc3ccc4c(c3)OCCO4)n2)cc1
12	Cn1c(SCc2c(Cl)cccc2Cl)nc(C(F)(F)F)cc1=O
13	C=CCn1ncc(OC)c(Cl)c1=O
14	COc1ccccc1Cc1noc(COc2cccc(C)c2C)n1
15	CC(=O)N1CCc2cc(Br)cc(S(=O)(=O)NCCCN3CCCC(C)C3)c21 (centres undefined)
16	CCOc1ccc(NCc2nnc(SCc3ccccc3Cl)n2-c2ccccc2)cc1

assay / compound	5	6	7	8	9	10	11	12	13	14	15	16
TLR4-MyD88 BLA	-3	5	11	11	4	-11	4	-15	-7	6	-13	9
Diaphorase act	0.9	1.1	1.2	0.7	0.9	0.8	0.8	0.8	1.1	0.8	0.8	0.9
Diaphorase inh	12	-11	-16	30	14	16	17	19	-5	23	16	13
STAT1 blocker	23	-1	-1	43*	10	1	8	-1	4	0	-4	0
APP 5UTR inh	-4	-2	0	27	24	4	-20	0	15	-2	-4	-20
STAT3 blocker	19	5	12	63*	10	7	12	5	13	6	0	-5
Hsp70 act	-0.1	0.1	-0.3	-0.4	-0.3	-0.1	-0.1	-0.3	-0.3	-0.3	-0.1	0.1
G6PDH CS	8	8	0	3	4	1	16	3	1	-7	-10	6
STAT3 activator	87	104	98	50	95	97	93	102	97	98	104	109
STAT1 act	78	99	101	61	91	99	91	101	96	100	104	100

17	O=C(CN1CCOCC1)N1CCN(c2nnc(-c3ccccc3)c3ccccc23)CC1
18	CCCCOC(=O)c1ccc(NC(=O)c2c(Cl)ccc(Cl)c2OC)cc1
19	COc1cc(C2Nc3cccc4cccc(c34)N2)cc(OC)c1O
20	CCOc1ccc2nc(NC(=O)c3cc([N+](=O)[O-])ccc3N3CCOCC3)sc2c1
21	Cc1cnc(C(=O)OCC(=O)NC2CCCCC2)cn1
22	CCOc1cc(S(=O)(=O)Nc2ccccn2)ccc1F
23	c1nc(N2CCOCC2)c2sc3nc(N4CCOCC4)c4c(c3c2n1)CCCC4
24	CC1CCN(C(C(=O)Nc2ccc(C(C)C)cc2)c2ccc3c(c2)OCO3)CC1 (centres undefined)

assay / compound	17	18	19	20	21	22	23	24
TLR4-MyD88 BLA	-10	-11	-13	0	3	-5	-10	9
Diaphorase act	0.9	0.8	0.7	0.9	0.9	1	/	1
Diaphorase inh	10	19	26	15	14	3	/	-4
STAT1 blocker	-2	1	-3	-5	-1	-6	2	0
APP 5UTR inh	19	15	4	2	-17	4	5	3
STAT3 blocker	6	4	-5	-3	-1	0	4	12
Hsp70 act	0.2	-0.2	-0.3	0.1	-0.6	-0.2	-0.1	0.1
G6PDH CS	-5	6	45	10	8	10	/	10
STAT3 activator	98	95	108	111	106	102	100	98
STAT1 act	102	101	103	104	101	105	100	100

25	CC(C)[C@H](NC(N)=O)C(=O)Nc1cccc([N+](=O)[O-])c1
26	Cc1ccc(C(=O)C(OC(=O)CN2C(=O)c3ccccc3C2=O)c2ccccc2)cc1 (centres undefined)
27	Cc1ccccc1-n1c(SC(C)C(=O)N2CCN(C)CC2)nc2ccccc2c1=O (centres undefined)
28	O=C(CN(C1CC1)S(=O)(=O)c1ccc(S(=O)(=O)NC2CCCCC2)cc1)Nc1ccccc1
29	CCC(c1nnnn1Cc1ccco1)N(Cc1cc2cc(C)cc(C)c2[nH]c1=O)CC1CCCO1 (centres undefined)
30	O=C1C=C(N2CCOCC2)C2(CCCCC2)O1
31	O=C(COC(=O)c1ccc(Cl)c(S(=O)(=O)N2CCCCC2)c1)NCc1ccco1
32	Cc1cccc(OCC(=O)N2CCN(C(=O)c3cccs3)CC2)c1

assay / compound	25	26	27	28	29	30	31	32
TLR4-MyD88 BLA	-1	-5	3	4	-6	1	1	1
Diaphorase act	0.9	0.8	0.8	0.7	0.8	0.9	0.9	0.9
Diaphorase inh	8	20	22	33	18	14	9	6
STAT1 blocker	7	0	9	2	3	2	3	-7
APP 5UTR inh	3	-13	6	-9	11	-1	8	-10
STAT3 blocker	-1	20	23	7	0	-3	-1	3
Hsp70 act	-0.2	-0.4	-0.3	0.3	-0.2	-0.2	0.2	-0.4
G6PDH CS	3	6	2	7	8	8	3	3
STAT3 activator	104	88	87	102	103	104	106	105
STAT1 act	93	100	92	99	98	96	98	107

33	N#Cc1ccccc1CSc1nc2ccc(NC(=O)c3ccccc3C(=O)O)cc2s1
34	COc1ccc(CN2CN(C(C)C)CSC2=S)cc1
35	O=C(CN1CCOc2ccccc21)NCc1ccc(Cl)cc1
36	CCNc1nc(Oc2ccc(=O)[nH]n2)nc(N2CCOCC2)n1
37	Cc1ccc(CN(Cc2cc3cc(C)ccc3[nH]c2=O)C(=O)N2CCOCC2)cc1
38	O=C(CSc1nc(-c2ccc(F)cc2)cc(C(F)(F)F)n1)Nc1ccc2c(c1)OCO2
39	CN(C)c1ccc(NC(=O)CC2NCCNC2=O)cc1 (centres undefined)
40	Cc1occc1-c1nnc(SCC(=O)c2ccc(Cl)cc2)n1C

assay / compound	33	34	35	36	37	38	39	40
TLR4-MyD88 BLA	6	-6	-4	3	3	-6	5	-9
Diaphorase act	0.6	0.8	1	0.9	0.9	0.8	0.8	0.8
Diaphorase inh	38	17	-2	14	10	15	16	23
STAT1 blocker	-25	7	8	0	1	10	-4	-7
APP 5UTR inh	-1	3	24	-5	10	0	-3	9
STAT3 blocker	-14	4	5	-5	-2	2	-1	21
Hsp70 act	-0.1	-0.1	-0.2	-0.2	-0.2	-0.4	-0.1	0.3
G6PDH CS	13	0	11	-2	4	-21	-2	0
STAT3 activator	114	100	96	107	104	98	104	87
STAT1 act	122	93	92	100	99	91	106	106

41	CCOC(=O)C1CCN(C(=O)CCN2C(=O)C3C4C=CC(C4)C3C2=O)CC1 (centres undefined)
42	Cc1c(NC(=O)/C(=C/c2cccs2)NC(=O)c2ccccc2)c(=O)n(-c2ccccc2)n1C
43	COC(=O)C(N)Cc1ccc(O)cc1 (centres undefined)
44	CCn1c(SCC(=O)Nc2ccc(-c3nc4ccc(C)cc4s3)cc2)nnc1-c1ccccc1
45	CCOC(=O)c1ccc(NC(c2ccc(N(C)C)cc2)P(=O)(OC(C)C)OC(C)C)cc1 (centres undefined)

assay / compound	41	42	43	44	45
TLR4-MyD88 BLA	-2	-9	-2	2	-9
Diaphorase act	0.9	1	0.9	0.9	0.8
Diaphorase inh	10	0	6	10	17
STAT1 blocker	1	-4	2	-35	14
APP 5UTR inh	7	-23	9	-110	-12
STAT3 blocker	1	15	-4	2	-1
Hsp70 act	-0.4	-0.1	-0.2	0.7	-0.4
G6PDH CS	7	6	2	-7	2
STAT3 activator	104	89	103	106	107
STAT1 act	99	104	98	132*	86

Assay outcomes as filed in PubChem BioAssay.
